# Rac1 act GTP bind: modulators of GTP binding to human Rac1 activated mutant; actives 0.11% (n = 190,000); percent activity (GTP binding), % at 10 µM; AID 764; GST-Rac1 activated beads, fluorescent GTP binding, flow cytometry; actives lie on both sides; 100% means binding = to untreated wells;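 active = GTP binding at least 20 percentage points away from the 100% baseline, in either direction, so actives lie on both sides; inconclusive = Compound likely fluorescent itself, or too few beads counted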
# Mcl1 Bid PPI: Mcl-1/Bid interaction inhibition. Q07820. TR-FRET Mcl-1/Bid-Dy647 peptide binding, 1536-well. inhibition, % at 21.7 µM. actives 0.97% (n = 220,000). AID 1021;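 active = compounds that cut the binding signal by more than half at the single screening dose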;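 also: His-tagged Mcl-1 with europium anti-His antibody binding Bid BH3 peptide; 0% = Mcl-1 plus peptide wells and 100% = peptide-only wells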
# Target sequence (Q07820 whole entry, looked up): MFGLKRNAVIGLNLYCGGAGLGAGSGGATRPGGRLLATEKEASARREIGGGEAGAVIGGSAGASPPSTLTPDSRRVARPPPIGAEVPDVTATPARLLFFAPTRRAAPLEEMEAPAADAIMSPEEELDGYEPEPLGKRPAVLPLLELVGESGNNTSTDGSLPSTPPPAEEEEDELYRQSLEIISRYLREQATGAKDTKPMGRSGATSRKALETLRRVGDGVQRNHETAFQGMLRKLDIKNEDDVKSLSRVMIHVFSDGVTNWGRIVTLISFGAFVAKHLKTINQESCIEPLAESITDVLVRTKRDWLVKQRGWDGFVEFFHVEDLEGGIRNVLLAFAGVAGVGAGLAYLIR
# HRas wt GTP bind: modulators of GTP binding to human HRas wildtype | P01112 | GST-Ras wt beads, Bodipy-FL-GTP binding, flow cytometry; actives lie on both sides | GTP binding activity, % at 10 µM | actives 0.14% (n = 190,000);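 active = GTP binding activity at least 20% away from the 100% baseline, either lowered as inhibitor or raised as activator; inconclusive = flagged as likely green fluorescent, judged across all proteins in the well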;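 also: 0% = unlabeled GTP competition control and 100% = no-compound control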
# Target sequence (P01112 whole entry, looked up): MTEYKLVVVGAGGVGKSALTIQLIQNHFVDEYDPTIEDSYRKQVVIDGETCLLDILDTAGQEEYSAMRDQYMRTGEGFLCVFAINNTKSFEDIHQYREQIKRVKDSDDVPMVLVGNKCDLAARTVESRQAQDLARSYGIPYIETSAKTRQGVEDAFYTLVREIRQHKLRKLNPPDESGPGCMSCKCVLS
# GSH fluor: compound fluoresces at 488/530 nm on GSH beads. GSH beads flow cytometry, compound fluorescence 488/530 nm; stronger effect = higher value. fluorescence (KMESF) at 10 µM. actives 0.25% (n = 190,000); in the data active = fluorescence above about 89;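 also: glutathione beads carrying GST-tagged Bcl family fusion proteins plus one bare bead set; values are compound well signal with DMSO vehicle wells as background; inactives centre near 16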
# Rab7 wt modul: modulators of GTP binding to dog Rab7 wildtype GTPase; GTP binding activity (percent of control), % at 10 µM; actives 0.055% (n = 190,000); GST-Rab7 beads, fluorescent GTP binding, flow cytometry; actives lie on both sides; untreated = 100%, excess cold GTP = 0%;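 active = fluorescent GTP binding to Rab7 beads changed by at least 20 points from the 100% baseline, either direction, mostly lower; inconclusive = compound itself probably fluorescent, or too few beads counted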;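 also: median green fluorescence of bound Bodipy-FL-GTP per Rab7 bead population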
# Avidin fluor: compound fluoresces at 488/530 nm on avidin beads; compound fluorescence 488/530 nm, flow cytometry; stronger effect = higher value; fluorescence (KMESF) at 10 µM; actives 0.38% (n = 220,000); in the data active = fluorescence above about 47; also: inactives centre near 10
# Rab2A wt mod: changes GTP binding to wildtype dog Rab2A, up or down. GST-Rab2 wt beads, Bodipy-GTP binding, flow cytometry. GTP binding activity, % at 10 µM. AID 760. P61105. actives 0.19% (n = 190,000);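 active = GTP binding activity at least 20 points away from 100%, either lowered or raised; inconclusive = signal likely due to the compound's own green fluorescence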;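 also: 0% = beads with excess unlabeled GTP and 100% = no-compound control corrected for plate trend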
# Mcl1 Noxa PPI: Mcl-1/Noxa interaction inhibition; inhibition, % at 21.7 µM; TR-FRET Mcl-1/Noxa peptide binding, 2 h; Q07820; actives 1.5% (n = 220,000);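 active = compounds that cut the protein-peptide binding signal by more than 50% relative to plate controls in a single-dose test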;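 also: His-tagged Mcl-1 with rhodamine Noxa BH3 peptide and terbium anti-His antibody; 0% = Mcl-1 plus Noxa peptide wells and 100% = peptide-only wells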
# Cdc42 wt: modulators (inhibitors or activators) of GTP binding to human Cdc42 wildtype; P60953; actives 0.2% (n = 190,000); GST-Cdc42 beads, Bodipy-GTP binding, flow cytometry; actives lie on both sides; percent activity (GTP binding), % at 10 µM; AID 761;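 active = percent activity GTP binding at least 20 points away from the 100% baseline, either down as inhibitor or up as activator; inconclusive = compound flagged as likely green fluorescent from well-wide comparison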;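 also: median bead fluorescence of bound Bodipy-FL-GTP at 100 nM; 0% = excess unlabeled GTP control and 100% = no compound control; below 100% means less GTP binding so inhibitor and above means activator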
# Target sequence (P60953 whole entry, looked up): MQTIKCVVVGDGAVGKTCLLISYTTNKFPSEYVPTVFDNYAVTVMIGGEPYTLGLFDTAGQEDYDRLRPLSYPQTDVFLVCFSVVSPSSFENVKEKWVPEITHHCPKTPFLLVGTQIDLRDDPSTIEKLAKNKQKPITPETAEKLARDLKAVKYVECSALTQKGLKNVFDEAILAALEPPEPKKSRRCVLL
# Rac1 wt modul: human Rac1 wildtype GTP binding, inhibitors and activators; P63000; GST-Rac1 beads, fluorescent GTP binding, flow cytometry; actives lie on both sides; 0 = cold GTP competed, 100 = untreated; GTP binding activity (% of control), % at 10 µM; actives 0.27% (n = 190,000); AID 757;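 active = GTP binding activity at least 20 points away from the 100% control level, either lower or higher; inconclusive = compound flagged as likely green fluorescent, judged across all proteins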
# Pf gamet viab: kills late stage P. falciparum gametocytes | P. falciparum stage V gametocytes, ATP luminescence, 24 h | inhibition, % at 10.9 µM | actives 0.065% (n = 150,000) | AID 743093;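 active = inhibition above the mean plus 3 SD of compounds within the control limits, set per campaign, cut at about 38% in these data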;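 also: 0% = DMSO wells and 100% = medium only without gametocytes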
# * hit, by the source's call; ? = inconclusive; · = no result given. Outcome played no part in choosing rows (roughly 3% active in at least one column).
SMILES,Rac1 act GTP bind,Mcl1 Bid PPI,HRas wt GTP bind,GSH fluor,Rab7 wt modul,Avidin fluor,Rab2A wt mod,Mcl1 Noxa PPI,Cdc42 wt,Rac1 wt modul,Pf gamet viab
COc1cnc(-c2ccccn2)nc1Sc1ccc(C)cc1,88,-8,89,16,95,5,89,-3,87,85,13
CSCCC(NS(=O)(=O)c1ccc(Cl)cc1)C(=O)OCC(=O)c1ccc(F)cc1 (stereo not given),95,-27,101,7,97,1,97,0,99,100,·
COc1ccc(OC)c(C2c3c(oc4ccccc4c3=O)C(=O)N2CCCN(C)C)c1 (stereo not given),98,-2,101,66,98,6,99,-5,101,101,·
Cc1ccc(-c2nc(CS(=O)(=O)CC(=O)N3CCc4ccccc4C3)c(C)o2)cc1,96,-3,98,14,97,6,96,28,96,99,·
CCOC(=O)COc1ccccc1/C=C1/NC(=O)NC1=O,98,0,99,10,101,14,97,-8,100,102,6
CCOC(=O)c1cnc2ccccc2c1NCCO,96,2,96,45,94,20,97,11,94,95,8
CC1CCN(CCn2c(=S)[nH]c3cc4c(cc3c2=O)OCO4)CC1,97,-23,99,11,104,9,98,18,98,99,-8
O=C(COC(=O)c1cncc(Br)c1)NCC1CCCO1 (stereo not given),100,-17,101,33,100,12,98,-2,99,104,-36
Cc1cc(F)ccc1NC(=O)c1cnccn1,97,-9,96,12,97,11,98,13,98,101,-1
CCc1c(OC(C)=O)c2ccccc2n(C)c1=O,100,-1,99,10,94,12,100,8,100,102,15
O=C(Cc1cccs1)NCc1ccc(F)cc1,99,6,101,17,103,10,101,8,101,106,·
NC1=NC(c2cn[nH]c2-c2ccc(F)cc2)n2c(nc3ccccc32)N1 (stereo not given),98,-10,99,16,106,24,99,27,96,99,·
CCCCn1c(-c2ccco2)n[nH]c1=S,102,-70,100,13,95,15,98,37,98,98,2
CCOc1ccc(C(C)=O)cc1CSc1nnc(-c2cccs2)n1CC1CCCO1 (stereo not given),97,5,99,28,95,14,97,2,99,96,·
C=CCSc1nc(C)c(CC(=O)OCCCC)c(=O)[nH]1,99,-1,100,25,98,33,98,-14,102,104,·
O=C1CC(C(=O)NCc2ccccc2)N=C(N2CCCCC2)N1 (stereo not given),95,-21,95,12,98,16,96,2,93,93,·
CS(=O)(=O)N1CCN(Cc2ccc(C(F)(F)F)cc2)CC1,93,52*,103,58,104,11,100,19,100,96,·
O=C(CCCN1C(=O)/C(=C/c2cccs2)SC1=S)NNC(=O)c1ccncc1,92,-20,93,10,97,9,95,-10,91,90,·
CCc1nc(-c2ccc(C)nc2OC)no1,96,-18,96,52,101,8,97,11,96,97,·
Cc1ccc(NC(=O)CSc2nnc(-c3cnccn3)n2-c2ccccc2)cc1,97,-27,96,9,95,21,94,4,99,97,·
CN(C)c1ccc(C(=O)OCc2ccccc2)cc1,100,-50,102,11,100,18,101,16,103,105,·
O=C(C1=COCCO1)N1CCN(S(=O)(=O)c2cccc(Cl)c2Cl)CC1,96,-49,98,12,98,17,98,22,96,97,·
Cc1c(C)n(Cc2ccccc2)c2ncnc(N)c12,97,-85,102,14,100,13,105,8,103,100,·
O=S(=O)(NC(=NCc1ccccc1)c1ccccc1F)c1ccccc1,94,-16,95,10,98,9,97,-6,92,96,13
CC(=O)Nc1ccc(SCC(=O)c2cc(C)n(-c3ccccc3)c2C)cc1,99,-11,100,12,101,20,100,27,101,103,12
O=C(COC(=O)c1cc2ccccc2oc1=O)c1cccc([N+](=O)[O-])c1,99,-6,99,11,95,10,99,-5,101,100,-8
CC1(C)CC(=O)C(C=NCCN2CCN(C(=O)c3ccccc3)CC2)=C(O)C1,98,-20,105,53,106,14,104,13,106,108,-3
Cc1cc(C(=O)N2CCN(c3ccccn3)CC2)no1,101,-15,103,12,103,7,101,11,104,104,1
CCc1ccc(OCC(=O)Nc2cccc3c2CCCC3)cc1,100,1,100,13,100,12,99,2,101,104,18
CCn1c(SCC(=O)Nc2ccccc2)nnc1-c1ccc(S(=O)(=O)N2CCOCC2)cc1,102,-32,102,7,99,7,102,5,107,106,·
O=C(NCCc1c[nH]c2ccccc12)c1cnc2n(c1=O)CCS2,101,-16,101,13,99,24,100,14,101,105,·
O=c1[nH]c(CN2CCN(S(=O)(=O)c3ccc4c(c3)OCCO4)CC2)nc2sc3c(c12)CCCC3,99,3,102,15,100,20,101,-35,96,104,·
Cc1cc(C(=O)OCCN2C(=O)c3ccccc3C2=O)c2ccccc2n1,96,-24,100,19,100,42,99,37,100,100,·
COc1cccc(C(=O)NCC2CCN(c3ccc(S(=O)(=O)N4CCOCC4)cc3)CC2)c1,97,-3,96,31,97,4,99,10,99,102,·
O=S(=O)(c1ccc(N2CCN(c3ccc(F)cc3)CC2)cc1)N1CCCC1,103,-6,101,22,103,25,102,10,104,109,16
CCOc1ccc(C(=O)Nc2ccccc2N2CCCC2)cc1,99,-16,101,27,101,6,100,-6,101,101,·
COc1ccc(-c2[nH]ncc2CN2CCC(C(=O)N3CCOCC3)CC2)c(F)c1,98,-10,99,10,97,10,99,-5,100,105,·
CN1CCN(C(=O)C2(NC(=O)Nc3cccc(F)c3)CCCCC2)CC1,101,-27,103,30,100,14,102,4,106,105,·
CC1=NNC(=O)C1CCC(=O)N/N=C/c1ccco1 (stereo not given),98,-49,101,12,111,10,99,16,100,103,19
Cn1c(Cc2csc(N)n2)nnc1SC/C=C/c1ccccc1,103,-37,102,25,97,22,101,-3,104,106,12
Cc1ccc(N=C2CSC(=O)N2)cc1,96,-10,98,11,106,18,100,-15,95,98,·
CCN(CC)S(=O)(=O)c1ccc(Nc2cc(C)nc3ncnn23)cc1,97,-26,105,14,109,17,104,-10,101,103,·
CCOc1ccc(NS(=O)(=O)c2ccc3ncsc3c2)cc1,95,-75,95,15,91,8,97,2,94,96,-17
CCOC(=S)SCc1cn2cccc(C)c2n1,97,-16,96,70,97,12,94,15,98,98,-11
Cn1nnc(NC(=S)NC(=O)c2cccs2)n1,98,-37,98,10,95,15,97,13,102,102,-3
Cc1cc(C(=O)NP(=O)(N2CCOCC2)N2CCOCC2)c(C)n1-c1ccc(N(C)C)cc1,100,-28,99,11,101,10,100,21,105,104,-18
COC(=O)c1sc(NC(=S)NC(=O)c2ccccc2Cl)nc1C,98,-41,96,11,97,8,97,-199,95,98,15
O=c1[nH]c(N2CCN(c3ccccc3)CC2)nc2c1CCCC2,98,-36,101,33,98,17,100,9,98,103,·
CCN(c1ccc(NC(=O)COC(=O)c2ccc(S(=O)(=O)N3CCCC3)cc2)cc1)C(C)C,100,-30,100,24,101,40,99,1,101,103,-1
CCN1CCN(CC(=O)c2cc(Cl)ccc2Cl)CC1,98,-16,98,15,99,10,101,9,100,100,4

# Further results follow:
SMILES,Rac1 act GTP bind,Mcl1 Bid PPI,HRas wt GTP bind,GSH fluor,Rab7 wt modul,Avidin fluor,Rab2A wt mod,Mcl1 Noxa PPI,Cdc42 wt,Rac1 wt modul,Pf gamet viab
O=C(NCc1ccccn1)C(=O)Nc1cccc2ccccc12,98,-18,100,15,97,8,99,13,99,98,-15
CCCCCC(=O)N1CCN(CCN=CC2=C(O)CC(c3ccc(OC)c(OC)c3)CC2=O)CC1 (stereo not given),97,-60,102,8,103,9,103,3,101,103,·
CCn1c(COc2ccccc2C)nnc1SCC(=O)N1CCCCC1,90,-16,97,26,98,14,96,-11,97,93,-9
Cc1nc2ccc(NC(=O)C3CCN(S(=O)(=O)c4cccs4)CC3)cc2s1,94,-9,92,45,95,2,92,8,95,98,-25
Cc1cc(C)n2nc(C(=O)Nc3ccc(N4CCOCC4)cc3)nc2n1,94,-33,98,30,95,13,95,-1,100,98,·
O=[N+]([O-])C(/C=C(\Cl)[N+](=O)[O-])=C1N(Cc2ccc(Cl)nc2)CCN1Cc1ccc(Cl)nc1,91,-6,91,9,90,7,92,9,88,89,·
O=C(Nc1ccc(F)cc1)C1CCCN(S(=O)(=O)c2cccc3cccnc23)C1 (stereo not given),100,-1,104,25,100,7,104,-8,102,110,·
Cc1c(C)c2cc(Cl)c(O)c(CN3CCN(C)CC3)c2oc1=O,95,-19,98,12,98,31,95,0,98,97,-12
CCOC(=O)C1CCN(S(=O)(=O)c2ccc(-n3cnnn3)c(C)c2)CC1,95,-4,97,12,94,35,93,4,97,96,5
Cc1ccc(C(=O)NCCCNCCCN(C)C)cn1,97,21,100,53,98,6,95,14,97,96,-14
Cc1ccc(OCCn2cnc(Cl)c2Cl)cc1,96,-26,97,13,99,13,98,10,97,104,11
CC1=CC(C)(C)N(C(=O)c2ccccc2)c2ccc(C)cc21,99,-10,100,29,96,15,101,2,102,101,·
C/C(=N\NC(=O)c1ccccc1)c1ccc(N2CCCCC2)cc1,97,-44,100,9,99,6,95,18,101,104,16
O=C(c1ccccc1)N1CCN(S(=O)(=O)N2CCOCC2)CC1,100,-20,103,20,106,9,104,-5,101,103,-6
COC(=O)C1=C(C)Nc2nnnn2C1c1cc(OC)ccc1OC (stereo not given),103,-45,102,14,99,12,100,-9,104,104,·
CC1CN(c2nc3c(c(=O)n(Cc4ccc(Cl)cc4)c(=O)n3C)n2C)CC(C)O1 (stereo not given),97,-17,102,10,101,36,101,18,100,104,-12
O=C(Nc1cccc(C(F)(F)F)c1)c1cc(S(=O)(=O)N2CCCCC2)ccc1N1CCOCC1,102,10,101,18,99,20,102,-32,103,107,16
CC(=O)N(C(C)=O)C1=C(C#N)C2(CCCCC2)Cc2ccccc21,94,-22,99,14,95,31,95,10,97,97,-20
O=C(NC(=S)NCc1ccco1)c1ccccc1,95,-34,95,11,93,11,95,8,99,98,4
Cc1cccc(C)c1NC(=O)CCCSc1nnc(N)s1,95,-7,97,16,94,13,93,13,91,98,·
Cc1cc(NC(=O)CCC(=O)N(CC(=O)NC2CCCC2)Cc2ccccc2Cl)no1,97,-12,98,72,94,12,97,8,98,97,-10
Cc1sc(NC(=O)CSc2nc(N)n(CC(=O)c3ccccc3)n2)c(C#N)c1C,95,-17,97,25,94,11,98,-3,99,99,2
Cn1nc(CC(=O)N2CCN(c3ccccc3)CC2)c2ccccc2c1=O,96,-19,99,21,97,10,97,6,100,99,·
CN(C)c1nnc(-c2ccc(Cl)cc2)o1,?,-12,?,10,?,22,?,2,?,?,9
O=C(COC(=O)COc1ccc(Cl)cc1Cl)Nc1cccnc1Cl,98,-8,100,7,102,6,99,13,101,100,-6
COc1ccc(-c2[nH]ncc2CN(Cc2nccn2C)C(C)C)cc1F,93,-23,94,10,100,2,96,13,93,95,·
